Menin-MLL TR inh – qHTS Assay for Inhibitors Targeting the Menin-MLL Interaction in MLL Related Leukemias: Competition With Texas Red Labeled MLL-derived Mutant Peptide; O00255; Menin + Texas Red MLL mutant peptide, fluorescence polarization; Potency, µM (highest dose often 61.6 µM), for the others: top-dose FP activity change, negative = inhibition, most hits filed as inhibitors; 270,000 compounds, 0.23% hits; active = well fitted inhibition curve with a large enough effect in the polarisation, with a control signal flat, not every such curve was filed as active; inconclusive = small, poorly fitted or top-dose-only effect, or effect the other way, or a change in a side signal; inactive = no such curve, though single readings can be large or run the other way; the % refers to the polarisation; also: potency is read from the fitted curve at half-maximal effect; % of control where 0% means no effect; many of its hits are not listed in these tables
AT treatment – qHTS Assay for Identifying a Potential Treatment of Ataxia-Telangiectasia. […] A-T fibroblasts, KAP-1 phosphorylation AlphaLISA; neocarzinostatin DNA damage 30 min before lysis. Potency, µM (doses to about 57.5 µM), without a hit: at the highest dose activation, most hits filed as activators. 320,000 compounds, 0.19% hits; also: potency is read from the fitted curve at half-maximal effect; % of control where 0% means no effect; nearly all actives have a fitted effect of over 45% in size
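ATM-like activity read as KAP-1 phosphorylation via AlphaLISA donor/acceptor antibody pairs after lysis and 6 hr at 25C. Cells were ATM-null patient fibroblasts ([…], hTERT), dosed 60 min, then exposed to the DSB inducer NCS for 30 min.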
TSG101-PTAP inh – qHTS Assay for Iinhibitors of HIV-1 Budding by Blocking the Interaction of PTAP/TSG101 | Fluorescence polarization, FITC-PTAP peptide / Tsg101 binding | Potency, µM (top dose mostly 115 µM), without a hit: at the top dose activity change, negative = inhibition, usual class: inhibitors | 340,000 tested, under 10 active; active = well fitted inhibition curve with a large enough effect in the main read-out, with a control signal flat, not every such curve was filed as active; inconclusive = small, poorly fitted or top-dose-only effect, or effect the other way, or a change in a side signal; inactive = no such curve, though single readings can be large or run the other way; also: potency is read from the fitted curve at half-maximal effect; % of control where 0% means no effect
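FP read-out: FITC-PTAP peptide, 50 nM final, binding Tsg101 binding domain, 10 uM final; 20 min, r.t.; 10 mM HEPES pH 7.5, 0.15 M NaCl, 0.01% Tween 20, 3 mM EDTA, 0.1 mM TCEP.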
TCR activator – Activators of T cell receptors: qHTS campaign. primary human leukocytes, anti-CD3, IL-2 HTRF, 48 h. Potency, µM (top dose mostly 9.22 µM), for the others: at the top dose activation of IL-2 secretion, most hits filed as activators. 330,000 tested, under 10 active. AID 504894, 2011; also: % of control where 0% means no effect
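Primary human leukocytes receive a-CD3 beads and test compound and are incubated 48 hr. Secreted IL-2 is then assayed by HTRF, measuring 665nm acceptor emission after 320nm excitation of the europium donor.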
TSHR antag – Antagonists of the Thyroid Stimulating Hormone Receptor: HTS campaign; Thyrotropin receptor (Homo sapiens), P16473; TSHR-expressing cells, TSH-stimulated cAMP HTRF, 2 h; hits give low values; activity change, negative = inhibition, % at 11.5 µM; 330,000 compounds, 0.2% hits;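 active = activity change below a set negative limit, meaning inhibition stronger than a set level, cut at about -70% in these data; inconclusive = activity change between two set negative limits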; also: % is scaled to controls: 0 for no effect and ±100 for the full control effect
Target sequence (P16473 whole entry, looked up): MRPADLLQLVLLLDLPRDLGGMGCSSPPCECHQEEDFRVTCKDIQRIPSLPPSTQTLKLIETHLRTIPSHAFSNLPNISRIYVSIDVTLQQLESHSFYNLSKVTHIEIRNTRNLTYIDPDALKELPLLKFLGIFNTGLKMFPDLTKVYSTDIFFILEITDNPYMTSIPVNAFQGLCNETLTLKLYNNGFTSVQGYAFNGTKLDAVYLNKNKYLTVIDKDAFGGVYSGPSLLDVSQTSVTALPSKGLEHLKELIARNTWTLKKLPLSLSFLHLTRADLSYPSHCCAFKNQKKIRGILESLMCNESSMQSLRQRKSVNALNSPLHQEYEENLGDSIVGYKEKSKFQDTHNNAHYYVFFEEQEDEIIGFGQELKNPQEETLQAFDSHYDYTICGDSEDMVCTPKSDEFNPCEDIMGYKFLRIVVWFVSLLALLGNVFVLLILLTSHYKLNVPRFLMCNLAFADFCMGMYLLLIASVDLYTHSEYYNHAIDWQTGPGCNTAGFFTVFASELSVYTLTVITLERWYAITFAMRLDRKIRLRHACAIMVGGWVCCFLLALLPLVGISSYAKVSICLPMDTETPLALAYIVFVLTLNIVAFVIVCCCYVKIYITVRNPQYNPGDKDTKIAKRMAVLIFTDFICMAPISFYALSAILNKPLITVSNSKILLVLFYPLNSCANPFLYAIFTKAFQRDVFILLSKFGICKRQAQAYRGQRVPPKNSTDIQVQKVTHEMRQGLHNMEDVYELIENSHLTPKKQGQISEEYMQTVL
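Competitive HTRF cAMP read-out (cryptate anti-cAMP antibody, cAMP-d2; 30 min, room temperature) in freshly harvested TSHR cells. Compounds added before TSH at EC80 (4nM final), followed by 2 hours' incubation at 37 deg C.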
Mito fusion act – qHTS Assay for Small Molecule Inhibitors of Mitochondrial Division or Activators of Mitochondrial Fusion. Potency, µM (series often up to 46.1 µM), for the others: top-dose growth rescue (activation), actives largely listed as activators. 320,000 compounds, 0.23% hits. S. cerevisiae fusion-defective mutant growth rescue, CellTiterGlo 48 h;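 also: potency is read from the fitted curve at half-maximal effect; % of control where 0% means no effect; nearly all actives have a fitted effect of over 45% in size; temperature-sensitive fusion mutants such as fzo1-1 at 37 °C on non-fermentable ethanol glycerol medium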
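S. cerevisiae fusion-defective temperature-sensitive mutants (e.g. fzo1-1, mgm1-5) grown 48 h at 37C in YPEG (ethanol/glycerol non-fermentable) medium with 23 nl compound per well; growth rescue read as CellTiterGlo luminescence.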
MBNL1 CUG block – qHTS Assay for Inhibitors of MBNL1-poly(CUG) RNA binding; TR-FRET MBNL1-His/biotin-(CUG)12 binding, 665/545 ratio; Potency, µM (top dose mostly 57.5 µM), inactives show at the highest dose activity change, negative = inhibition, most hits filed as inhibitors; 280,000 compounds, 0.036% hits; active = well fitted inhibition curve with a large enough effect in the signal ratio, with a control signal flat, not every such curve was filed as active; inconclusive = small, poorly fitted or top-dose-only effect, or effect the other way, or a change in a side signal; inactive = no such curve, though single readings can be large or run the other way; the % refers to the signal ratio; also: potency is read from the fitted curve at half-maximal effect; % is scaled to controls: 0 for no effect and ±100 for the full control effect
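MBNL1-His + Biotin-(CUG)12, cpd titration 92 nM–58 uM; Tb anti-His Ab 0.055 ng/ul, SA-XL665 5 nM (final); 60 min RT; ratiometric 665/545 nm, Ex 340 nm; normalized to buffer and full-complex controls.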
CXXC DNA block – qHTS Fluorescence Polarization Assay for Inhibitors of MLL CXXC domain - DNA interaction | Histone-lysine N-methyltransferase 2A (Homo sapiens), Q03164 | MLL-CXXC / FITC-HOXA9 DNA fluorescence polarization | Potency, µM (top dose mostly 115 µM), inactives show at the highest dose activity change, negative = inhibition, usual class: inhibitors | 290,000 compounds, 0.037% hits | AID 2662, 2010; active = well fitted inhibition curve with a large enough effect in the polarisation, with a control signal flat, not every such curve was filed as active; inconclusive = small, poorly fitted or top-dose-only effect, or effect the other way, or a change in a side signal; inactive = no such curve, though single readings can be large or run the other way; the % refers to the polarisation; also: potency is read from the fitted curve at half-maximal effect
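Fluorescence polarization: 7 uM MLL-CXXC (stock) preincubated 5 min with compounds, then 50 nM fluorescein-HOX-A9 DNA (stock) added; 30 min ambient. Buffer 50 mM Tris-HCl pH 7.5, 50 mM NaCl, 1 mM DTT, 0.05% BSA.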
Integrin act MD – qHTS for Activators of Integrin-Mediated Alleviation for Muscular Dystrophy; alpha7betagal myoblasts, beta-gal FDG fluorescence, 48 h; Potency, µM (highest dose often 38.3 µM), without a hit: at the highest dose activation, usual class: activators; 350,000 compounds, 0.064% hits; AID 624291, 2012;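 also: potency is read from the fitted curve at half-maximal effect; 100% = response of the positive control SU9516; nearly all actives have a fitted effect of over 60% in size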
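Alpha7betagal+/- myoblasts (passage 13) were plated 16-24 hr, then exposed to compounds (1:260 dilution of DMSO stock) for 48 hours at 37C. After MPER lysis, β-galactosidase reporter activity was read as FDG fluorescence (ex 480/em 540) after 30 minutes.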
ASM inhibitor – Inhibitors of Secretory Acid Sphingomyelinase (S-ASM): qHTS; placental ASM, HMU-PC fluorogenic substrate, 60 min; AID 504937, 2011; Sphingomyelin phosphodiesterase (Homo sapiens), P17405; Potency, µM (titrated, usually from 57.5 µM), inactives show at the highest dose activity change, negative = inhibition, usual class: inhibitors; 340,000 compounds, 0.006% hits; also: potency is read from the fitted curve at half-maximal effect
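Human placenta-derived ASM preincubated with compound 10 min at room temperature, then reacted with 9 uM (final) fluorogenic HMU-PC substrate for 60 min at 37 C. Stop solution raises pH to 10; fluorescence read at Ex 386/Em 447 nm.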
An asterisk follows results filed as active; ? = inconclusive; nt = not tested or not shown; [ ] = another dose, or the depositor's remark. Unless noted, calls follow the shape of the dose curve; as a rule, active = well fitted curve in the direction sought with a large enough effect; inconclusive = small, poorly fitted or top-dose-only effect, or another doubt; inactive = no such curve, though single readings can be large; an effect the other way counts as inactive or inconclusive.

Every second line gives: TSG101-PTAP inh	ASM inhibitor	AT treatment	Mito fusion act	MBNL1 CUG block	Integrin act MD	TSHR antag	Menin-MLL TR inh	CXXC DNA block	TCR activator
Cc1cccc(NC(=O)CCC(=O)N/N=C/c2ccco2)c1C
→ -2.0%	0.0%	-6.4%	5.9%	-1.0%	-5.2%	1.9	-8.7%	0.3%	1.8%[46.1 µM]
CC(C(=O)Nc1cc([N+](=O)[O-])ccc1Cl)N1CCN(c2ccccc2O)CC1 (stereo not drawn)
→ 1.5%	-6.9%	6.6%	27.7%	20.5%	-0.9%	19.5	11.9%	-6.0%	4.3%[46.1 µM]
COc1nc2c(s1)C(=O)NCCC2
→ -1.4%	-3.3%	-5.2%	5.3%	-8.5%	-12.2%	-4.9	-2.7%	4.3%	2.1%
CCCn1nnc(NC(=S)NC(=O)Cc2ccccc2)n1
→ -6.1%	-0.9%	13.2%	7.0%	-2.9%	20.9%	34.7	12.9%	0.1%	-8.8%
COC(=O)c1ccccc1S(=O)(=O)N1CCC(C(=O)OCC(=O)c2ccccc2OC)CC1
→ -1.6%	3.4%	6.3%	15.9%	nt	-4.0%	-0.9	nt	nt	-0.9%
CCn1c(C)nc2cc(C(=O)NNC(=O)CCC3CCCC3)ccc21
→ -3.8%	2.9%	1.7%	-2.9%	-1.5%	11.6%	1.6	7.7%	?	2.0%[46.1 µM]
O=C1C2C3C=CC(C3)C2C(=O)N1c1ccncc1 (stereo not drawn)
→ -2.1%	2.9%	-6.0%	-1.9%	-8.2%	0.8%	19.0	1.7%	-3.8%	-5.3%
CCN(C(=O)COC(=O)CNC(=O)c1ccc(C)cc1)c1c(N)n(Cc2ccccc2)c(=O)[nH]c1=O
→ -0.4%	6.3%	-5.2%	-0.9%	nt	6.6%	-1.2	nt	nt	-13.3%
CCCCNC(=O)CNC(=S)N(CCCN1CCOCC1)Cc1cccs1
→ 1.0%	-4.1%	-1.0%	-2.1%	nt	15.0%	14.2	-8.1%	2.2%	-2.6%
COc1ccc(-n2nnc3c(=O)n(CC(=O)N4CCCC4)cnc32)cc1
→ -1.6%	-0.4%	-1.5%	-1.7%	-3.3%	5.0%[7.66 µM]	-5.3	-7.1%	0.8%	4.0%
CC1C(C#N)=C(N)OC2=C1C(=O)CC(c1ccccc1)C2 (stereo not drawn)
→ -2.4%	1.1%	2.8%	-1.0%	nt	0.0%	-5.0	3.5%	-1.8%	11.8%
COc1ccc(N(CC(=O)Nc2cccc(N(C)S(C)(=O)=O)c2)S(=O)(=O)c2ccccc2)cc1Cl
→ -5.1%	-0.2%	-1.8%	-2.0%	-2.1%	-17.8%	-3.6	16.5%	-1.7%	0.5%
CC1CC(Nc2ccccc2)c2ccccc2N1C(=O)c1cccnc1 (stereo not drawn)
→ -4.1%	-2.8%	0.5%	-0.4%	10.3%	1.8%	-7.4	-18.0%	-7.0%	-2.3%[46.1 µM]
O=C(c1cc(Cl)ccc1Cl)N1CCOCC1
→ -3.0%	1.5%	0.8%	-8.1%	-7.7%	-14.0%	-5.0	-1.3%	-5.2%	-9.8%
CNc1nc(-c2ccc(Cl)cc2)cs1
→ 0.8%	0.0%	5.3%	-0.3%	14.8%	?	3.3	4.4%	-8.8%	-0.3%
CCOC(=O)C1(CCc2ccccc2)CCN(Cc2cnc(N(C)C)s2)CC1
→ 0.1%	1.8%	-1.6%[11.5 µM]	-2.4%	6.4%	-32.4%	-7.5	-15.4%	-2.9%	12.4%
COc1cccc(Nc2c(Nc3cccc(OC)c3)c(=O)c2=O)c1
→ -1.9%	15.1%	-6.1%	-1.6%	3.9%	?	-3.3	32.1%[activator]	-11.1%	1.6%
COc1ccc(N=NC2C(=O)N(c3ccccc3)N=C2C)cc1 (stereo not drawn)
→ -2.7%	-17.4%	?	8.0%	-0.5%	1.8%	23.2	?	29.3%	-2.7%
Cc1ccc(-c2csc3ncnc(NS(=O)(=O)c4ccc(Cl)cc4)c23)cc1
→ 23.4%	-2.5%	5.0%	-12.1%	5.7%	-10.8%	-15.4	?	1.5%	-2.1%[46.1 µM]
O=C(Nc1ccccc1)Nc1nnc(-c2cccs2)s1
→ -3.3%	nt	7.1%	5.3%	nt	21.3%	5.9	-3.0%	8.5%	-0.5%[46.1 µM]
O=C1NC(CCc2ccccc2)C(=O)N1CCOc1ccccc1 (stereo not drawn)
→ -0.4%	5.4%	3.4%	24.3%	-1.0%	-47.5%[inhibitor]	9.9	-0.4%	-1.9%	8.1%
CCOC(=O)c1cc(-c2ccccc2)n(CC(=O)Nc2cccc(OC)c2)c1C
→ -2.0%	-0.5%	-1.4%	-8.9%	-6.9%	-12.0%	-2.7	21.5%	5.7%	-0.6%[46.1 µM]
COc1ccc(Cc2[nH]n3c(=O)c(Cl)c(C)nc3c2-c2ccccc2)cc1
→ -1.6%	-3.1%	-1.1%	4.0%	-3.2%	-6.7%	5.9	?	3.7%	-6.2%
C=CCC[C@@H](Cc1ccc(F)cc1)C(=O)OCCNC(=O)[C@H](CC=C)CC(=O)NCCO
→ -4.0%	1.8%	-2.2%	nt	nt	-6.1%	2.4	nt	nt	1.2%
FC(F)(F)c1nc(=S)c2ccccc2[nH]1
→ -4.0%	-8.4%	12.9%	-0.4%	18.1%	?	33.6	-21.9%	-2.9%	-48.2%
OCc1ccccc1OCCOc1ccc(Cl)c2cccnc12
→ -6.2%	-1.2%	8.8%	19.5%	?	-18.2%	-1.7	0.6%	10.7%	3.1%
COc1cccc(NC(=O)CSc2nc3c(c(-c4ccco4)c2C#N)CCCC3)c1
→ nt	1.9%	19.3%	-0.5%	-11.5%	-2.9%	0.6	?	16.5%	nt
COc1ccc(/C=N/Nc2nc(-c3ccc(Cl)cc3)cc(C(F)(F)F)n2)c(OC)c1
→ 1.1%	-0.4%	-2.1%	0.5%	0.5%	-6.8%	4.1	-3.3%	10.7%	-1.3%[46.1 µM]
Cc1cc2ncc(-c3cccs3)nc2cc1C
→ -6.6%	183.8%[activator]	5.0%	-8.4%	16.2%	-21.9%	-8.8	-2.1%	-1.7%	0.7%
COc1ccc(C(=O)N2CCNC(=O)C2CC(=O)Nc2cccc(Cl)c2Cl)cc1 (stereo not drawn)
→ 1.2%	2.7%	4.4%	-1.6%	-8.3%	-7.1%	-29.5	-1.4%	-3.3%	nt
CCOC(=O)c1cc(CC)sc1NC(=O)C1CC1
→ -1.3%	-0.4%	5.7%	2.1%	-5.6%	0.0%	8.3	15.5%	15.1%	-30.4%
CCOc1ccc(N(CC(=O)NCCc2ccc(C)cc2)S(=O)(=O)c2c(C)noc2C)cc1
→ -6.3%	-0.1%	7.1%	1.1%	-1.3%	-4.3%	-15.6	nt	25.4%	-1.9%
COc1cc(/C=N/NC(=O)C2COc3ccccc3O2)ccc1O (stereo not drawn)
→ 0.1%	41.4%[activator]	0.6%	5.3%	nt	2.8%	-1.1	nt	-4.3%	-9.0%
Fc1ccc(N2CCN(Cc3cnc(N4CCOCC4)s3)CC2)cc1
→ -3.1%	-1.1%	1.3%	7.1%	0.2%	-16.3%	4.3	0.1%	-1.2%	1.0%
COc1ccc(/C=C2\Oc3cc(OCC(=O)N4CCC[C@H]4CO)ccc3C2=O)c(OC)c1
→ 5.2%	79.6%[activator]	-1.8%	2.0%	?	-5.0%	5.1	44.5%[activator]	?	4.5%
COc1ccccc1OCCN1CSC(=S)N(C)C1
→ 2.0%	2.0%	3.0%	?	-12.3%[11.5 µM]	-45.7%[inhibitor]	0.7	5.4%	18.9%	-1.1%[46.1 µM]

These rows are one share of the data, so the mix of outcomes need not match the whole.
